# IDE inh: inhibitors of human insulin-degrading enzyme in cells | P14735 | 320,000 compounds, 0.41% hits | inhibition, % at 5.59 µM | HEK cells, FAbetaB cleavage, fluorescence polarization;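 active means percent inhibition above the average of all tested compounds plus 3 SD, set per screening campaign, cut at about 16% in these data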;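 further: IDE supplied by intact live HEK cells; FP after avidin binding of uncleaved biotin substrate so inhibition keeps polarization high; 0% = DMSO wells and 100% = 60 µM reference IDE inhibitor Ii1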
# p-CIP stab down: p/CIP protein destabilization. Q05BA5. F442A p/CIP-EGFP cells, EGFP fluorescence, 16 h. decrease of EGFP signal, % at 10 µM. 290,000 compounds, 0.01% hits. AID 1984;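 active means EGFP signal decrease of at least 30% at 10 µM or well 3 SD below plate mean, unless failing retest; inactive means the rest, including hits failing retest or dose response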; further: some compounds called inactive have numbers as strong as hits; many of its hits are not listed in these tables
# Target sequence (Q05BA5 1-1403): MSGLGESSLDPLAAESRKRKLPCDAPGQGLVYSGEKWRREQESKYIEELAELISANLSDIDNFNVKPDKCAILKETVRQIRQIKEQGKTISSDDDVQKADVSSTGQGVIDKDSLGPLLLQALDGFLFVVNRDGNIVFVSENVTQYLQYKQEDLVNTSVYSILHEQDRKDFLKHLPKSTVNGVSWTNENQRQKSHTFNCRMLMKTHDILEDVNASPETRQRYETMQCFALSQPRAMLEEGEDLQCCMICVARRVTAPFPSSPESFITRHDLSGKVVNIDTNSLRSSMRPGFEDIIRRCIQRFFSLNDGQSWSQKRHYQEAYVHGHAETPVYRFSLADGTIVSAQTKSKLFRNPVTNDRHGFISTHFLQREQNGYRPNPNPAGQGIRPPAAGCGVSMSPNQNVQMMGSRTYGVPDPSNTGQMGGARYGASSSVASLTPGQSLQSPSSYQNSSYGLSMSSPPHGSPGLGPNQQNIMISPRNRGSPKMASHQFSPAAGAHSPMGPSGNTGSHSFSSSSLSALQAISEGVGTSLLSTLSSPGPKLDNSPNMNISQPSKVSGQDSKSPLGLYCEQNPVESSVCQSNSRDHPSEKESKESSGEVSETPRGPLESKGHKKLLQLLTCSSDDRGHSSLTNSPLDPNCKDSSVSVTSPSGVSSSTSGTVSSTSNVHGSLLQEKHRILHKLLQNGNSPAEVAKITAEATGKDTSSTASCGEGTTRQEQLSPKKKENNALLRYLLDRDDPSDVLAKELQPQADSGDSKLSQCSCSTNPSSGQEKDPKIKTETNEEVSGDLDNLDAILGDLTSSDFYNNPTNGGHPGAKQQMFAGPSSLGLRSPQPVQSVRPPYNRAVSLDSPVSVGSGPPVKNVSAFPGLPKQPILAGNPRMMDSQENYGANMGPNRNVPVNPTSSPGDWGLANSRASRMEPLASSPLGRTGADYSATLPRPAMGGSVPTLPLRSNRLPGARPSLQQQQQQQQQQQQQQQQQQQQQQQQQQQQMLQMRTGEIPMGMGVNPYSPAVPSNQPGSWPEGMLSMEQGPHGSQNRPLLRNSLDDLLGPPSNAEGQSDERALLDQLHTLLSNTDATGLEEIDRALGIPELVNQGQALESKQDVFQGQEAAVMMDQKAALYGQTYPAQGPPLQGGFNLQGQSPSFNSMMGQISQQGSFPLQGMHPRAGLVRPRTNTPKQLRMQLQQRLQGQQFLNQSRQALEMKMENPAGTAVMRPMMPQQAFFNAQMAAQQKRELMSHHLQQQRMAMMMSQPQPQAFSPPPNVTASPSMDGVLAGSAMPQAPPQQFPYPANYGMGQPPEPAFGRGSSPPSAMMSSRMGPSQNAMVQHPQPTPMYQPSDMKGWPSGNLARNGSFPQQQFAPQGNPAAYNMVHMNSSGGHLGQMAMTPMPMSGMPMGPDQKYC
# IDE act: IDE (human) activation, cell-based; 340,000 compounds, 0.073% hits; AID 493087; P14735; HEK cells, FAbeta-B cleavage, fluorescence polarization; 0% vehicle, 100% cell-free pure enzyme wells; activation, % at 5.96 µM;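 active means activation above the mean of all tested compounds plus 3 SD, set per screening campaign, cut at about 17% in these data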
# NALP1 inh: blocks the NALP1 inflammasome reconstituted in yeast. S. cerevisiae NALP1/ASC/caspase-1 growth, X-gal OD620, 72 h. inhibition, % at 10 µM. 280,000 compounds, 0.61% hits; in the data active means inhibition mostly above about 24%, no sharp cut-off; inactive means mostly below about 32%; further: some compounds called inactive have numbers as strong as hits
# PfM18AAP inh: blocks P. falciparum M18 aspartyl aminopeptidase. recombinant PfM18AAP, H-Glu-NHMec fluorogenic cleavage. inhibition, % at 7.35 µM. 290,000 compounds, 1.2% hits;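 active means inhibition above the campaign mean inhibition over all tested compounds plus 3 SD, cut at about 28% in these data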;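 further: 0% = plate median of test compound wells and 100% = 2 mM ZnCl2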
# MEKK2mut PB1 HTS: signal of MEK5 binding to mutant human MEKK2 PB1 domain | bead flow cytometry, Alexa488-MEK5 binding to MEKK2 mutant | 290,000 compounds, 0.35% hits | AID 1530 | percent response, % at 10 µM; in the data active means percent response above about 24%, passing the limit was not always enough; further: inactives centre near 1; some results filed as inactive read as strong as hits; reference of the scale not given here
# MEKK2 WT-MEK5: raises or lowers MEK5 binding to wildtype human MEKK2 PB1 domain; binding response (% of control), % at 10 µM; bead flow cytometry, Alexa488-MEK5 binding to MEKK2 WT; actives lie on both sides; 290,000 compounds, 1.1% hits; Q9Y2U5; in the data active means binding response below about 67% or above about 130%
# UBC9 SUMO inh: inhibitors of human SUMOylation (UBC9). P63279. HTRF SUMOylation assay, SAE1/SAE2 + UBC9, in vitro. inhibition, % at 35 µM. 290,000 compounds, 0.36% hits. AID 2006; in the data active means inhibition above about 50%, passing the limit was not always enough; further: strong numbers were not always called active
# MEKK3 PB1 HTS: modulators (inhibitors or enhancers) of MEK5 binding to human MEKK3 PB1 domain; 290,000 compounds, 1.4% hits; binding response (% of control), % at 10 µM; bead-based flow cytometry, Alexa488-MEK5 binding to MEKK3; actives lie on both sides; 0 = blocked by unlabeled MEK5, 100 = vehicle; AID 1529; Q99759;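 active means binding response more than 3 SD above or below the average of its plate-row segment, actives on both sides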;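 further: Alexa488 bead fluorescence after subtracting the streptavidin-only scavenger bead signal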
# * marks the source's active call; other numbers are inactive results; . = not tested or not shown. The list is partial; count on the stated rates, not on these rows.
SMILES,IDE inh,p-CIP stab down,IDE act,NALP1 inh,PfM18AAP inh,MEKK2mut PB1 HTS,MEKK2 WT-MEK5,UBC9 SUMO inh,MEKK3 PB1 HTS
NC(=O)CSc1nnc([C@@H](N)Cc2c[nH]c3ccccc23)o1,7,-1,10,4,-4,6,104,7,106
c1ccc(C2NCc3ccccc3-n3cccc32)cc1 (stereo unspecified),6,1,9,33,-15,4,114,-5,108
COc1ccccc1NC(=O)c1cn(CCC#N)nc1-c1ccc(F)cc1,.,-5,7,7,1,7,109,9,105
CCCC(=O)c1c(O)[nH]c(=O)[nH]c1=O,-3,-15,0,8,0,5,105,9,102
CCOC(=O)c1ccc(N2C(=O)CC(N3CC=C(c4ccc(F)cc4)CC3)C2=O)cc1 (stereo unspecified),3,0,7,5,6,3,96,-9,99
CC(C)(C)n1cc(C(=O)c2ccc3ccccc3c2O)cn1,-2,-6,3,-14,0,-2,100,-10,129*
O=S(=O)(c1ccc(F)cc1)N1CN2CCN(C2)C1,2,-53,2,-12,-9,12,107,-3,100
CN1CCN(c2ccc(N)c(N3CCN(C)CC3)c2)CC1,3,-2,2,46,30*,6,116,-10,105
O=C1OC(c2ccc(Br)cc2)=N/C1=C\N1CC2CC(C1)c1cccc(=O)n1C2 (stereo unspecified),2,-12,0,.,-4,14,106,5,101
CC[C@@H]1C=CC=CC[C@H](C)[C@@H](O)[C@@H](C)C(=O)[C@H](C)[C@@H](O)[C@H](C)C(=O)[C@H](C)[C@@H](O)[C@H](C)C=CC(=O)O[C@H]2[C@@H](C)[C@@H](CC1)O[C@@]1(CC[C@@H](C)[C@@H](C[C@H](C)O)O1)[C@@H]2C,-4,.,.,.,.,2,106,.,103
O=c1c2ccccc2nc(-c2ccccc2Cl)n1-c1cccc(O)c1,.,10,2,9,8,4,107,-12,103
N=c1ccccn1Cc1ccccc1,-4,-4,5,7,-1,-11,68,2,68
CCn1cc(/C=c2/sc3n(c2=O)C2c4ccccc4OC(C)(N=3)C2C(=O)OC)c(C)n1 (stereo unspecified),9,6,5,-3,3,-17,76,-6,89
COC(=O)C1=C(c2ccccc2)C[C@@H]2CC[C@H]1N2C(=O)NCC1CC1,0,.,2,.,.,4,116,.,107
CCOc1ccccc1-n1c(O)c(C=Nc2c(C)n(C)n(-c3ccccc3)c2=O)c(=O)[nH]c1=O,4,0,0,16,3,0,100,33,99
Cc1ccc(CN2C(=O)NC(=O)C3(Cc4c(nc5ccccn5c4=O)N4CCCCCC43)C2=O)cc1 (stereo unspecified),-5,-3,-1,32,0,-18,71,18,68
CC(C)C/C(=N/O)c1cn(C)c2ccccc12,3,-10,0,6,4,12,113,6,108
COc1cccc(CNCCc2ccccc2)c1OC,0,-3,-1,3,-1,8,106,10,103
CCN(CC(=O)Nc1ccc(C#N)c(Cl)c1)CC(=O)NC(C)(C)C,2,2,-2,4,3,-15,87,9,104
CC(C)N1CCN(c2ccc(O)cc2)CC1,-3,-9,-2,32,20,2,100,16,101
O=C(Cc1ccccc1)OCCNC(=O)c1cccnc1,3,8,0,3,4,6,106,20,114
COc1cccc2cc(-c3cc(=O)oc4ccc(OC(=O)N(C)C)cc34)oc12,8,-2,4,10,2,-4,101,12,99
O=C(NCc1ccccc1)c1cccn(Cc2ccccc2)c1=O,4,0,4,10,6,3,103,5,105
CN(C)CC#CCOCCOCCC#N,-1,-3,3,8,-2,5,110,6,104
CC(C)N(CC#CCC1(O)c2ccccc2-c2ccccc21)C(C)C,3,2,1,29,2,-1,100,0,96

# Results in MEKK2 WT-MEK5, for some of the entries so far:
compound	MEKK2 WT-MEK5
CCN(CC(=O)Nc1ccc(C#N)c(Cl)c1)CC(=O)NC(C)(C)C	87
O=C(NCc1ccccc1)c1cccn(Cc2ccccc2)c1=O	103

# Carrying on.
SMILES,IDE inh,p-CIP stab down,IDE act,NALP1 inh,PfM18AAP inh,MEKK2mut PB1 HTS,MEKK2 WT-MEK5,UBC9 SUMO inh,MEKK3 PB1 HTS
CC1=NN(c2ccccc2)C(=O)C1/C=C1\C(=O)NC(=O)N(c2cc(C)cc(C)c2)C1=O (stereo unspecified),7,-28,5,-7,2,-3,107,-10,97
O=C(CN1CCCCC1)c1ccc(OC(F)F)cc1,1,-4,2,28,-11,29,124,-3,110
C[C@]12CC[C@@H]3c4ccc(O)c(O)c4CC[C@H]3[C@@H]1CC[C@@H]2O,5,-6,-31,11,57*,1,91,1,84
CCCCOC(=O)C1=C(N)OC2=C(C(=O)CC(C)(C)C2)[C@]12C(=O)N(C)c1ccccc12,3,-11,-1,7,1,1,100,10,101
CCOc1ccc(C(=O)OC2CC3CCC(C2)N3C)cc1 (stereo unspecified),1,-20,7,-2,1,6,94,0,108
CCN(CC)C(=O)c1ccc(N2C(=O)C3CC=C(Cl)CC3C2=O)cc1 (stereo unspecified),-4,-4,2,-4,3,-3,99,2,103
C/C(=N\NC(=S)Nc1ccccc1)c1c(O)n(C)c(=O)n(C)c1=O,-4,-15,3,18,17,-3,96,12,94
Cc1nn(Cc2ccccc2)c(Cl)c1C(=O)OCC(=O)NCC1CCCO1 (stereo unspecified),-7,-4,3,10,2,-4,106,14,102
O=C(O)CCC(=O)NCCC1=c2ccccc2=N/C1=C\c1c(O)n(Cc2ccc(F)cc2)c(=S)[nH]c1=O,3,1,7,9,3,-7,83,19,93
OC(CNCCc1c[nH]c2ccccc12)C(F)(F)F (stereo unspecified),2,-6,-3,5,-1,8,104,0,108
O=C(Nc1cccc(OC(=O)N2CCOCC2)c1)N1CCOCC1,-8,-1,4,3,-2,2,104,15,94
O=c1cccc2n1CC1CC2CN(CC(O)CN2CC3CC(C2)c2cccc(=O)n2C3)C1 (stereo unspecified),-3,1,2,18,-4,1,103,-9,103
COc1ccccc1N1CCN(C(CNC(=O)Oc2ccccc2)c2cccnc2)CC1 (stereo unspecified),10,-2,2,22,5,8,104,16,101
COc1ccc2ccc(O)c(CN3CC=C(c4ccccc4)CC3)c2c1,0,-3,2,8,-2,7,103,8,111
CCCCn1c(O)c(C(CC)=Nc2cccc(C(=O)O)c2)c(=O)[nH]c1=O,5,-4,-1,8,10,3,99,-13,98
CCN(CC)C(=O)Cn1cc(C=C2C(=O)N(C)C(=O)N(C)C2=O)c2ccccc21,0,-5,-1,6,11,4,106,3,102
Cc1ccc(Cn2cc(C=O)c(-c3ccc(F)cc3)n2)cc1,1,-4,2,30,6,-3,101,-20,100
CCN1C[C@]2(COC(=O)c3ccccc3N)CC[C@H](OC)C34[C@@H]5C[C@H]6[C@H](OC)[C@@H]5[C@](O)(C[C@@H]6OC)[C@@](O)([C@H]13)[C@@H](OC)[C@@H]42,4,-9,1,-5,6,13,107,16,107
CCCC[N+]12C3C[C@H](C4[C@H](O)[C@]5(C[C@@H]41)c1ccccc1N(C)[C@@H]35)[C@H](CC)[C@H]2O (stereo partly specified),2,6,2,-5,-1,4,107,17,108
CCOc1cc2c(cc1OCC)-n1cccc1C(c1ccccc1F)NC2 (stereo unspecified),-6,-6,3,26,-10,5,110,-4,108
CCOC(=O)c1c(N)n(CCN2CCCCC2)c2nc3ccccc3nc12,1,-2,1,2,-2,1,100,18,101
O=C1NC(=O)C(=Cc2ccc3ccccc3c2)C(=O)N1,-3,-6,3,29,-2,3,87,18,90
C[N+]1(C)CCN(c2ccccc2)CC1,0,-5,-3,10,-2,4,96,-17,84
COC(=O)C1=C(c2cccc(OC)c2OC)C[C@@H]2CC[C@H]1N2C(=O)NC1CCCCC1,5,.,-4,.,.,2,98,.,99
Nc1c2c(nc3sc4c(c13)CCCC4)CCCC2,1,9,-5,17,3,-2,97,15,87
# The results go on.
SMILES,IDE inh,p-CIP stab down,IDE act,NALP1 inh,PfM18AAP inh,MEKK2mut PB1 HTS,MEKK2 WT-MEK5,UBC9 SUMO inh,MEKK3 PB1 HTS
Cc1cc(OC(=O)N(C)C)nc2c1c(C)nn2C,-4,2,.,8,-4,-3,94,1,98
CCCC12CN3CN(C1)CC(CCC)(C3)C2O (stereo unspecified),-2,-8,-2,-11,5,22,107,-18,105
CC#CP(=O)(OCC)C(O)(c1ccccc1)C(F)(F)F (stereo unspecified),4,-19,6,11,3,1,100,-6,102
CCCN1CCC(NC2CCC(O)CC2)CC1 (stereo unspecified),4,-10,0,12,-3,11,104,5,101
COc1ccccc1C1=NCc2nnc(C)n2-c2ccc(Cl)cc21,-5,6,-3,27,-8,1,103,11,104
Cc1ncc([N+](=O)[O-])n1CCOc1nonc1N,6,8,1,7,6,-2,100,-1,101
O=[N+]([O-])c1ccc(N2CCNCC2)cc1N1CCCCC1,2,0,2,5,4,4,104,3,101
O=P(CCl)(Nc1ccccc1)C(Cl)(Cl)Cl (stereo unspecified),4,-3,7,-16,-2,-4,90,24,87
CCOC(=O)C1(CCc2ccccc2)CCN(Cc2ccc3c(c2)OCCO3)CC1,9,-2,5,20,-8,11,122,12,104
Cc1cccc(N=Nc2ccc(N(C)C)cc2)c1,1,3,-2,24,-7,-1,105,-5,103
Nc1ccccc1C(=O)OCC(=O)Nc1ccc(Br)cc1F,-1,2,-9,12,3,-10,93,4,93
Cc1nc2c(-c3ccc(F)cc3)c(C)nn2c(C)c1CCC(=O)N1CCC2(CC1)OCCO2,10,3,8,16,-5,-4,96,6,96
CC1CCCCN1CC(O)c1c[nH]c2ccccc12 (stereo unspecified),2,-10,2,0,2,5,106,6,102
c1ccc(CCNCc2cccs2)cc1,.,-9,1,6,2,7,111,6,105
CCN1CCN(C(=O)COc2ccc(S(=O)(=O)N3CCOCC3)cc2Cl)CC1,1,1,-2,-4,-8,-2,98,6,101
CCOc1ccc(N2C(=O)/C(=C/c3ccco3)C(=O)NC2=S)cc1,2,-4,2,2,1,0,100,4,104
Cc1c(C(=O)N2CCC3(CC2)OCCO3)sc2ncnc(N3CCN(c4ccccn4)CC3)c12,-2,14,-2,-11,5,5,104,11,104
CCN1CCN(C(=O)COc2ccc(S(=O)(=O)N(C)Cc3ccccc3)cc2)CC1,-1,-14,4,.,0,-3,101,11,94
CCOc1cc(C=C2C(=O)NC(=O)NC2=O)ccc1OCC(=O)N1CCOCC1,11,-2,0,19,5,-1,98,38,96
Nc1ccc(Cl)cc1C(=O)c1ccccc1,9,-3,-3,12,-2,-9,93,3,97
CC(N=Cc1c(O)n(C2CC2)c(=S)[nH]c1=O)c1ccccc1 (stereo unspecified),2,1,0,-23,4,1,102,1,104
COC(=O)C1=C(c2ccccc2)C[C@@H]2CC[C@H]1N2C(=O)NC(C)C,1,.,1,.,.,2,105,.,108
O=c1c2ccccc2nc(CNCC2CCCO2)n1-c1ccc(F)cc1 (stereo unspecified),-3,4,1,-16,3,2,102,8,106
Cc1cccc(N=Cc2c(O)n(C)c(=O)n(C)c2=O)c1,-2,-4,2,9,0,6,106,-4,104
CCCCCCN=Cc1c(O)n(C)c(=O)n(C)c1=O,4,-13,-5,-16,2,-3,102,2,97
Cc1ccc2c(c1)CNc1ccccc1O2,4,-1,-1,10,6,-4,93,2,95
COC(=O)C1=C(c2ccccc2)C[C@@H]2CC[C@H]1N2C(=O)NCc1ccc(F)cc1,-2,.,0,.,.,1,97,.,99
C=CCN(CC#CCOc1ccccc1OC)CC=C,-2,1,.,11,-2,-3,97,9,98

# Assay outcomes deposited in PubChem by several laboratories.
